KAT2A inh = blocks human GCN5L2 histone acetyltransferase | Q92830 | GCN5L2 HAT assay, ThioGlo1 CoA-SH fluorescence | Potency, µM (series often up to 58.9 µM), inactives show at the top dose activity change, negative = inhibition, usual class: inhibitors | 390,000 compounds, 0.21% hits | AID 504327
Target sequence (Q92830 whole entry, looked up): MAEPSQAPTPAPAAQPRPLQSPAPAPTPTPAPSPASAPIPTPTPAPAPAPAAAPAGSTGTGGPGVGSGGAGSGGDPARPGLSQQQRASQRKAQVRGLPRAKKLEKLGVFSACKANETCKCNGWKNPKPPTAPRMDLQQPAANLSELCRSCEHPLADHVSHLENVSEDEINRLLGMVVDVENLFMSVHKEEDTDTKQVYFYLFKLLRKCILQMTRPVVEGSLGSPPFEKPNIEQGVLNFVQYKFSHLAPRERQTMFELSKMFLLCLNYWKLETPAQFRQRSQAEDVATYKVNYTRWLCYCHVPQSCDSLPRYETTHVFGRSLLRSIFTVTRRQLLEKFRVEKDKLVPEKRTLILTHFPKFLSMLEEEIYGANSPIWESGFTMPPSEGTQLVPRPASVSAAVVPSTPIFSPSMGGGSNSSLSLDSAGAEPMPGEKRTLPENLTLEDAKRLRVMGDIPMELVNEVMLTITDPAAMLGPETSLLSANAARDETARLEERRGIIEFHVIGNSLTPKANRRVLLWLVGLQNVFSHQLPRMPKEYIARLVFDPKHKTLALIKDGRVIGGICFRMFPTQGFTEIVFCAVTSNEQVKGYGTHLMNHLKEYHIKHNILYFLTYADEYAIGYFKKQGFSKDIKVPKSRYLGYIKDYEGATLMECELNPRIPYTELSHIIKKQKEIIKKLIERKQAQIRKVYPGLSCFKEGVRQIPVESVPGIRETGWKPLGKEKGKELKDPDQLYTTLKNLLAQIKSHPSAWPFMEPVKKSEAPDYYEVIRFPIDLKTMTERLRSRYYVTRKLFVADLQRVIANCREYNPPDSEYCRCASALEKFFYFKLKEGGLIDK
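Fluorescence readout, Ex340nm/Em540nm: ThioGlo1 (50uM final) reacts with free CoA thiol released as 20nM GCN5L2 acetylates H3(1-25) peptide (75uM) using acetyl-CoA (70uM). Compound and enzyme sat 15 min beforehand; 20 min room-temperature reaction.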
TDP1 inh = inhibitors of human tyrosyl-DNA phosphodiesterase TDP1; Q9NUW8; recombinant TDP1, AlphaScreen DNA substrate cleavage; Potency, µM (top dose mostly 130 µM), without a hit: top-dose activity change, negative = inhibition, actives largely listed as inhibitors; 350,000 compounds, 0.28% hits; AID 485290; further: nearly all actives have a fitted effect of over 40% in size
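AlphaScreen read-out: signal falls as enzyme removes the 3' tyrosine-FITC from a 5'-biotinylated DNA oligo (15 nM, 5 min, RT). Enzyme was E. coli-made recombinant Tdp1 at 1 nM, exposed to compound for 15 min beforehand; beads 10 ug/ml, 10 min.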
DT40 TDP1 no CPT = qHTS for Inhibitors of human tyrosyl-DNA phosphodiesterase 1 (TDP1): qHTS in cells in absence of CPT | Potency, µM (series often up to 46.2 µM), for inactives: at the highest dose activity change, negative = growth inhibition, most hits filed as inhibitors | DT40 Tdp1-/- hTDP1 cells, no CPT, ATP luminescence, 48 h | 420,000 compounds, 15% hits; further: nearly all actives have a fitted effect of over 55% in size
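Growth kinetics read by CellTiter-Glo luminescence after ≥48 hr at 37 °C. Cells: DT40 Tdp1-/- stably carrying human TDP1, 400 per well, compound exposure in the absence of CPT (DMSO vehicle).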
* = called active by the depositor; ? = inconclusive; nt = no result given; & = joins results of further samples; [ ] = remark or other dose. The call rests on the fitted dose curve; in most records, active means well fitted curve in the direction sought with a large enough effect; inconclusive means small, poorly fitted or top-dose-only effect, or another doubt; inactive means no such curve, though single readings can be large; an effect the other way counts as inactive or inconclusive. On the % scale 0 is the no-effect control and ±100 the full control effect; potency means the concentration at half of the fitted maximal effect. The list is partial; the hit share may differ from the screen's.

mol	KAT2A inh	TDP1 inh	DT40 TDP1 no CPT
N/C(=N\OC(=O)c1cccs1)c1ccc(Cl)cc1	3%	-1%	-4%
O=C(COc1ccc2c3c(c(=O)oc2c1)CCC3)NC1CCCCC1	-12%	-4%	?
O=C(Cc1ccccc1)NC1CCN(S(=O)(=O)c2cccc(F)c2)CC1	-3%	2%	-4%
COc1ccc(S(=O)(=O)NC(C)CCc2ccccc2)cc1 (centres undefined)	2%	0%	?
CC(NCC(=O)Nc1ccccc1C(=O)NC1CC1)c1ccccc1Cl (centres undefined)	1%	1%	4%
CCOc1cccc(C2C=C(c3ccc4c(c3)OCO4)NC(c3ccc(Cl)cc3)N2)c1O (centres undefined)	nt	2%	13µM*
Cc1cc(C)cc(NC(=O)C(Cc2ccccc2)N2Cc3ccccc3C2=O)c1 (centres undefined)	2%	7%	?
Cc1ccc(C)c(NC(=S)NC(NC(=O)Cc2cccc3ccccc23)C(Cl)(Cl)Cl)c1 (centres undefined)	?	2%	6.5µM*
COc1ccc(N2CCN(c3ncccc3-c3nc(-c4ccccc4C)no3)CC2)cc1	-6%	11%	-6%
CN(C)c1ccnc(-n2cccc2/C=N/OCc2ccc(F)cc2Cl)c1C#N	-4%	6%	?

(continued)
mol	KAT2A inh	TDP1 inh	DT40 TDP1 no CPT
Cc1cccc(/N=C/c2c(O)ccc3oc4c(c23)CCCC4)n1	-5%	-12%	?
O=C(Cc1ccc(Cl)cc1)NC1CCCN(Cc2ccccc2F)C1 (centres undefined)	-3%	nt	-5%
CCOc1ccc(S(=O)(=O)NCc2csc(C)n2)cc1	-29%	-1%	-26%
COc1ccc(-n2c(C)cc(C(=O)COC(=O)c3ccc(O)cc3O)c2C)cc1	-19%	6%	5.2µM*
COc1cc(-c2noc(C3CC(=O)N(c4cc(C)ccc4C)C3)n2)cc(OC)c1OC (centres undefined)	5%	7%	16µM*
COc1ccc(CCN(C(=O)c2ccco2)C(C(=O)NC2CCCC2)c2ccncc2)cc1OC (centres undefined)	7%	-1%	-18%
Cc1cccc(CNC(=O)C2CCCN(c3nn4c(=O)cc(C)nc4s3)C2)c1 (centres undefined)	-13%	nt	3%
CCCn1c(NC(=O)c2ccc([N+](=O)[O-])o2)nc2ccccc21	-13%	3%	?
C[C@H](NC(=O)c1ccco1)C(=O)Nc1nnc(SCc2ccccc2)s1	-3%	2%	24%
COc1ccccc1NS(=O)(=O)c1cc(C(=O)N2CCCCCCC2)ccc1C	-3%	?	?

(continued)
mol	KAT2A inh	TDP1 inh	DT40 TDP1 no CPT
COCCn1c(SCC(=O)NC2CCCCC2C)nnc1-c1ccncc1 (centres undefined)	-4%	5%[0.0935 µM]	-7%
CCN(CC)C(=O)Oc1cc(COC)nc(-c2ccccc2)n1	1%	-1%	-4%
Cc1cc(Cl)cc(Cl)c1OCC(=O)NCc1ccco1	-6%	3%	18µM*
O=C1CCCN1c1ccc(N2CCCC2=O)cc1	1%	nt	11%
Cc1ccc(S(=O)(=O)c2nnn3c2nc(NCc2ccc4c(c2)OCO4)c2sccc23)cc1C	-6%	3%	23µM*
FC(F)Oc1ccc(-c2csc(Cc3nnc4n3CCCCC4)n2)cc1	0%	5%	?
COCCN1CCN(c2c3c(nc4cc(-c5cccc(F)c5)nn24)CCC3)CC1	-1%	2%	23µM*
COc1cccc(CCNC(=O)c2ccc(OC)c(OC3CCN(C(C)C)CC3)c2)c1	1%	0%	1%
Cn1cnnc1SCc1ccc(C(=O)N/N=C/c2cccs2)cc1	2%	-2%	2%
CCOc1ccc(OCCn2c(S(=O)(=O)O)nc3c(N)ncnc32)cc1	-19%	nt	18%

(next part)
mol	KAT2A inh	TDP1 inh	DT40 TDP1 no CPT
O=C(COc1ccc(Cl)cc1Cl)Nc1ccc(S(=O)(=O)NC2=NCCCCC2)cc1	-13%	3%	-21%
CCOC(=O)C1=C(C)N=C2SC(C)C(=O)N2C1/C=C/c1ccccc1OC (centres undefined)	-17%	0%	-20%
CC(C)N(Cc1c(O)ccc2c(=O)c(-c3ccc(Cl)cc3)coc12)C(C)C	-11%	nt	8.2µM*
CC(=O)C1=C(c2ccccc2)NC(=O)NC1c1ccc(O)c(Cl)c1 (centres undefined)	-16%	nt	-4%
COc1ccc(CN2C(=O)NC(C)(c3ccc(C)cc3)C2=O)cc1F (centres undefined)	-8%	0%	-4%
O=C(NCCCN1CCN(CCCNC(=O)c2ccc(F)cc2)CC1)c1ccc(F)cc1	1%	4%	-27%
N#Cc1c(NCCCO)nc(NCc2ccccc2)c2c1CCN(Cc1ccccc1)C2	-9%	7%	?
Cc1cccc(C)c1NC(=O)c1c(C)nn(-c2ccccc2)c1Cl	-12%	0%	-13%
O=C(OCC(=O)N1CCN(C(=O)c2ccco2)CC1)c1cccc(O)c1	-1%	-13%	4%
CCc1ccc2oc(-c3cccc(NC(=O)c4ccc(-c5cccc([N+](=O)[O-])c5)o4)c3)nc2c1	-1%	3%	nt

Later entries.
mol	KAT2A inh	TDP1 inh	DT40 TDP1 no CPT
CS(=O)(=O)N(CC(=O)N1CCCC1)c1ccccc1F	2%	nt	6%
COc1ccc(S(=O)(=O)NCCc2cn3nc(C)c(C)nc3n2)cc1	-15%	1%	-12%
Cc1ccc(S(=O)(=O)CCN2CCC(n3cccc3)CC2)cc1	-5%	3%	-11%
COc1cccc2c1CCCC2CCCN1CCN(C2CCCCC2)CC1 (centres undefined)	-7%&0%	18%&13%	nt
Cc1cn(Cc2ccccc2)c(=O)[nH]c1=O	-12%	0%	?
CCOc1ccccc1CN1CCNC(=O)C1CC(=O)NCc1nc(C)cs1 (centres undefined)	-2%	4%	-8%
O=C1c2ccccc2C2=Nc3ccccc3SC(c3ccccc3F)C12 (centres undefined)	-9%	-3%	?
CC(C)Cc1nc(SCC(=O)N2CCOCC2)c2c(=O)n(C)c(=O)n(C)c2n1	-4%	7%[56.1 µM]	11%
CC(C)CNC(=S)NC(=O)c1ccc([N+](=O)[O-])cc1	-1%	6%	-20%
O=C(OCCc1cc2ccccc2c(=O)o1)c1ccc(C(F)(F)F)cc1	-1%	-7%	-11%

The listing continues.
mol	KAT2A inh	TDP1 inh	DT40 TDP1 no CPT
O=C1CC(Nc2ccc(N3CCOCC3)cc2)C(=O)N1c1cccc(C(F)(F)F)c1 (centres undefined)	-4%	8%	-15%
CCCCCN(C(=O)CCC(=O)OCC(=O)N(C)C1CCCCC1)c1c(N)n(CCCC)c(=O)[nH]c1=O	-1%	-10%	1%
O=C(Nc1ccccc1Cl)Oc1ccc(-c2ccccc2)cc1	-1%	nt	-21%
O=c1[nH][nH]c(C(F)(F)F)c1C=Nc1ccc(Cl)cc1	17%	6%	-26%
CCOc1ccc(NC(=O)CCS(=O)(=O)c2ccc3c(c2)CCCN3C(C)=O)cc1	-2%	-2%	-17%
Cc1nnc(NC(=O)C2CSC3(C)CCC(=O)N23)s1 (centres undefined)	-9%	0%	-3%
CCc1cccc2c(C(=O)C(F)(F)F)cn(CC(=O)NCC3CCCO3)c12 (centres undefined)	-8%	-8%	-18%
Fc1ccc(Cn2cnc3ccccc32)cc1	-1%	1%	-34%
COc1ccc([C@@]2(O)c3c(ccc(CC=C(C)C)c3O)NC(=O)[C@@H]2OC)cc1	?	nt	11%
C=CCNC(=S)/N=c1/ccccn1Cc1ccccc1	-25%	7%	1.8µM*

New compounds follow
mol	KAT2A inh	TDP1 inh	DT40 TDP1 no CPT
Cc1ccc(S(=O)(=O)N2CCC(Oc3ccc(-n4cnnn4)cc3)CC2)cc1	-5%&0%	5%&-5%	?
COc1ccc(N2CCN(C(=O)Nc3ccc(Cl)cc3)CC2)cc1	-2%	6%	?
CCC1=C2CC[C@H]3C(=O)N(c4ccccc4)C(=O)[C@H]3[C@H]2[C@@]2(C)C(=NCc3ccccc3)OC(=O)N2C1=O	-6%	6%&1%	?
c1ccc(NCc2cccc3ccccc23)nc1	-1%	-9%	3%
COc1ccc(-c2noc(Cn3c(=O)c4ccccc4n(CC(=O)Nc4cccc(OC)c4)c3=O)n2)cc1	-5%	6%	21µM*
Cc1cccc(NC(=O)CSc2nnc(C3CC3)n2CC2CCCO2)c1 (centres undefined)	-3%	1%	-3%
O=C(COC(=O)c1ccccc1O)NNC(=O)c1ccc(Br)cc1	-1%	-17%	-19%
CCCCOc1ccc(CNC(=O)c2cccc(NC(=O)N3CCSc4ncccc43)c2)cc1	-1%	0%	16µM*
CCOC(=O)c1sc(NC(=O)C2=COCCO2)c(C#N)c1C	-8%	nt	-21%
Cc1ccc(-n2c(=O)c3ccc(C(=O)NCc4ccccc4Cl)cc3n(CC(=O)Nc3cccc(F)c3)c2=O)cc1	-1%	-2%	?

Arranged by SMILES length (ascending): 7 of the compounds above.
mol	KAT2A inh	TDP1 inh	DT40 TDP1 no CPT
c1ccc(NCc2cccc3ccccc23)nc1	-1%	-9%	3%
CCOC(=O)c1sc(NC(=O)C2=COCCO2)c(C#N)c1C	-8%	nt	-21%
O=C(COC(=O)c1ccccc1O)NNC(=O)c1ccc(Br)cc1	-1%	-17%	-19%
Cc1cccc(NC(=O)CSc2nnc(C3CC3)n2CC2CCCO2)c1 (centres undefined)	-3%	1%	-3%
COc1ccc(-c2noc(Cn3c(=O)c4ccccc4n(CC(=O)Nc4cccc(OC)c4)c3=O)n2)cc1	-5%	6%	21µM*
Cc1ccc(-n2c(=O)c3ccc(C(=O)NCc4ccccc4Cl)cc3n(CC(=O)Nc3cccc(F)c3)c2=O)cc1	-1%	-2%	?
CCC1=C2CC[C@H]3C(=O)N(c4ccccc4)C(=O)[C@H]3[C@H]2[C@@]2(C)C(=NCc3ccccc3)OC(=O)N2C1=O	-6%	6%&1%	?

The main list resumes; the 6 compounds before the break are reprinted first.
mol	KAT2A inh	TDP1 inh	DT40 TDP1 no CPT
COc1ccc(-c2noc(Cn3c(=O)c4ccccc4n(CC(=O)Nc4cccc(OC)c4)c3=O)n2)cc1	-5%	6%	21µM*
Cc1cccc(NC(=O)CSc2nnc(C3CC3)n2CC2CCCO2)c1 (centres undefined)	-3%	1%	-3%
O=C(COC(=O)c1ccccc1O)NNC(=O)c1ccc(Br)cc1	-1%	-17%	-19%
CCCCOc1ccc(CNC(=O)c2cccc(NC(=O)N3CCSc4ncccc43)c2)cc1	-1%	0%	16µM*
CCOC(=O)c1sc(NC(=O)C2=COCCO2)c(C#N)c1C	-8%	nt	-21%
Cc1ccc(-n2c(=O)c3ccc(C(=O)NCc4ccccc4Cl)cc3n(CC(=O)Nc3cccc(F)c3)c2=O)cc1	-1%	-2%	?
CC(C)(C)OC(=O)NCCCC[C@H](NC(=O)c1nc[nH]c1C(=O)NCC(=O)OCc1ccccc1)C(=O)OC(C)(C)C	?	nt	?
O=C(O)c1c(-n2cccc2)sc2c1CCCC2	4%	0%	-18%
CN(C)S(=O)(=O)c1ccc(Cl)c(C(=O)OCC(=O)c2ccco2)c1	-4%	0%	24%
Cc1ccc(CCNC(=O)c2c(C)oc3nc(C)nc(N4CCOCC4)c23)cc1	5%	2%	?
Cc1ccc(S(=O)(=O)c2cn(CC(=O)Nc3cccc(Cl)c3)c3ccccc3c2=O)cc1	-4%	4%	?
